Bioassay records as filed in PubChem.
MITF primary: blocks human microphthalmia-associated transcription factor. AlphaScreen MITF homodimerization, bead proximity signal. inhibition, % at 2.6 µM. actives 0.91% (n = 650,000); in the data active = inhibition above about 50%;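 note: 0% = vehicle wells with protein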
FBW7 act: human FBW7 E3 ligase activation, primary screen; Q969H0; AlphaScreen FBW7–phospho-cyclin E peptide binding, activator screen; normalized activity (activation), % at 26.1 µM; actives 0.13% (n = 650,000); AID 1259310; in the data active = normalized activity above about 1.9%;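 note: purified mutant Fbw7 with reduced substrate affinity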
Target sequence (Q969H0 whole entry, looked up): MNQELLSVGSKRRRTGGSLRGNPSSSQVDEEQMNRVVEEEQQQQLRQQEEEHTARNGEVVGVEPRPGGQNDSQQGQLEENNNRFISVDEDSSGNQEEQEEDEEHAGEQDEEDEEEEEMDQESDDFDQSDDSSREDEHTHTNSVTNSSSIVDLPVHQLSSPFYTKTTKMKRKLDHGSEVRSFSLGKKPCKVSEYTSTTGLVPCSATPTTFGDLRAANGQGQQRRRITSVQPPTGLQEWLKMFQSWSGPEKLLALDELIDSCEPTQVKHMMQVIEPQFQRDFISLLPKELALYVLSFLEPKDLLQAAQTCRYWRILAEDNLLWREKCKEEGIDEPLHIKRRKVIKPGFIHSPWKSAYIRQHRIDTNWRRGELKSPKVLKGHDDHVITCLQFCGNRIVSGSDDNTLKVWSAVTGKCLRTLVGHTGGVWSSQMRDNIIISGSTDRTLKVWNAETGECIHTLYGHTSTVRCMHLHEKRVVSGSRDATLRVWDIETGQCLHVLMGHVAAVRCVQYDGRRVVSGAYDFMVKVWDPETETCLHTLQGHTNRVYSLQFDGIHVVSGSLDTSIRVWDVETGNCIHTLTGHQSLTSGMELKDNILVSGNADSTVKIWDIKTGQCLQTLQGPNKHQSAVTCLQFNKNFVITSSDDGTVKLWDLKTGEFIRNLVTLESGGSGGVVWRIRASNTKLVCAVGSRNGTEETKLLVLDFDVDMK
TEAD-YAP block: TEAD-YAP interaction inhibition | inhibition, % at 9.12 µM | AID 1259422 | actives 1.4% (n = 640,000) | HEK-TIYL cells, TEAD-Gal4/YAP UAS-luciferase luminescence; in the data active = inhibition above about 32%;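 note: 0% = median of test compound wells and 100% = reference inhibitor wells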
GPR151 activ: activators of human GPR151 | activation, % at 11.2 µM | actives 1% (n = 650,000) | AID 1508602 | Q8TDV0 | PathHunter beta-arrestin GPR151 cells, luminescence; in the data active = activation above about 4.9%;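 note: 0% = median of compound wells and 100% = cells with positive control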
Target sequence (Q8TDV0 whole entry, looked up): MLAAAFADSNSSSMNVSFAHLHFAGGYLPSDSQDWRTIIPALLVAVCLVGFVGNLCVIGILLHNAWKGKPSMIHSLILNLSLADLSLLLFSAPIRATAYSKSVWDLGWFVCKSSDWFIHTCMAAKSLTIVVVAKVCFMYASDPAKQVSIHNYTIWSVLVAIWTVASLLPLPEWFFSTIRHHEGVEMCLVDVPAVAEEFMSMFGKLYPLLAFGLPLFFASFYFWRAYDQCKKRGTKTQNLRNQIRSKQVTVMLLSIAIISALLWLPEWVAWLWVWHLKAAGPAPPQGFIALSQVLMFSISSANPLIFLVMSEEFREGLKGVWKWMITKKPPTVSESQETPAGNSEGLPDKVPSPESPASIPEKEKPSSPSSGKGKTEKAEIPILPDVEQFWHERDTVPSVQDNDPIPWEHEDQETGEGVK
* = called active by the depositor.

SMILES	MITF primary	FBW7 act	TEAD-YAP block	GPR151 activ
O=C1c2ccc([N+](=O)[O-])cc2C(=O)N1CN1CCOCC1	9.6	0.1	12.9	-0.2
CCOC(=O)c1sc(N2C(=O)C(=O)/C(=C(/O)c3ccccc3)C2c2cccc(Oc3ccccc3)c2)nc1C (stereo not given)	-4.7	-0.1	-3.5	-0.7
CC1Oc2ccc(C(F)(F)F)cc2N(Cc2ccncc2)C1=O (stereo not given)	-4.0	-0.1	-3.3	-0.1
Cc1sc(/C=C(/C#N)C(=O)OC(C)C)cc1Br	-2.0	-0.1	1.5	1.6
CN1CCN(CCCNC(=O)C2CC(=O)N(C3CCCCC3)C2)CC1 (stereo not given)	8.5	0.1	3.2	-2.8
Cc1cccc(CN2C(=O)c3ccccc3S(=O)(=O)c3ccc(C(=O)NC4CC4)cc32)c1	11.5	0.1	-24.6	-0.2
O=C(/C=C/c1ccco1)Nc1nc2c(s1)CCCC2	-4.4	-0.1	-17.0	1.0
O=C(NC(=S)Nc1ccccn1)c1cc2ccccc2o1	-6.2	-0.1	-53.5	2.7
O=C(O)c1c[nH]c2ccc(Cl)cc2c1=O	-2.3	0.0	-3.3	0.1
CS(=O)(=O)N(CC(=O)NCc1ccccc1)c1cc(C(F)(F)F)ccc1Cl	-1.4	-0.2	-1.6	-0.3
O=C(NC(=S)Nc1ccccc1F)c1ccco1	-0.8	-0.2	-37.6	-1.4
COC(=O)c1ccc(OCCOCCOc2ccc(C(=O)OC)cc2)cc1	6.0	0.0	2.4	0.0
Cc1ccc(CN2CCc3nnc(C(C)NC(=O)COc4ccccc4)n3CC2)cc1 (stereo not given)	9.4	-0.1	2.8	-0.3
COc1ccc(N2C(=O)/C(=C/c3cc(OC)c(OC)cc3Cl)NC2=S)cc1	-1.3	-0.2	-1.5	-1.0
CCc1ccc(OCCNc2cc(NCC(C)O)ccc2[N+](=O)[O-])cc1 (stereo not given)	6.0	-0.1	-8.2	-0.6
Cc1cccc(Nc2nnc(-c3ccc(C)c(S(=O)(=O)N4CCOCC4)c3)c3ccccc23)c1	9.0	0.3	-2.0	2.1
O=C(O)C1C2C=CC(C2)C1C(=O)Nc1ccc(O)cc1 (stereo not given)	23.7	-0.2	8.5	2.2
c1ccc2cc(-c3csc(Nc4ccc5c(c4)OCO5)n3)ccc2c1	1.8	0.3	-79.0	1.0
COc1ccc2c(=O)c(-c3ccc(OC)c(OC)c3)c(C(F)(F)F)oc2c1	-1.1	0.5	7.2	0.5
CN(C1CCCCC1)S(=O)(=O)c1ccc(CN2C(=O)c3cccnc3C2=O)cc1	4.0	-0.3	-10.1	0.1
CC(C)C[C@@H]1NC(=O)[C@@H]2C[C@H](NC(=O)Nc3cccc4ccccc34)CN2C1=O	-1.9	0.1	-15.0	-1.1
COC(=O)CNC(=O)NCC12CC3CC(CC(C3)C1)C2	9.8	0.1	6.4	1.7
CCn1c(=O)c(C(=O)NCc2ccc3c(c2)OCO3)c(O)c2ccccc21	5.0	-0.2	-1.2	1.1
COCCNC(=O)c1sc2ncn(CC(=O)Nc3ccc(C(C)C)cc3)c(=O)c2c1C	15.6	0.1	13.3	-0.8

Reprinted at random: three records from the list.
SMILES	MITF primary	FBW7 act	TEAD-YAP block	GPR151 activ
CC1Oc2ccc(C(F)(F)F)cc2N(Cc2ccncc2)C1=O (stereo not given)	-4.0	-0.1	-3.3	-0.1
Cc1ccc(CN2CCc3nnc(C(C)NC(=O)COc4ccccc4)n3CC2)cc1 (stereo not given)	9.4	-0.1	2.8	-0.3
COc1ccc2c(=O)c(-c3ccc(OC)c(OC)c3)c(C(F)(F)F)oc2c1	-1.1	0.5	7.2	0.5

Other results follow:
SMILES	MITF primary	FBW7 act	TEAD-YAP block	GPR151 activ
Cc1ccc(S(=O)(=O)N(CC(=O)NC(C)(C)C)Cc2cccc(C)c2)cc1	8.5	0.8	13.9	-0.6
COc1ccccc1/C=C1\C(=O)NC(=O)N(C)C1=O	-1.2	-0.1	-4.6	-0.5
COc1ccc(CC(=O)Nc2cccc(-c3nc4ccccc4c(=O)o3)c2)cc1	-1.4	-0.1	-3.2	-1.7
COc1ccc(/C=C2N=C(/C=C/c3ccc(Cl)cc3Cl)OC\2=O)cc1OC(C)=O	-12.7	0.1	-1.3	-0.2
COc1ccc(-c2nc3ccc(O)cc3c(=O)o2)cc1	19.7	0.1	11.3	-4.6
CCOCCCn1c(=S)[nH]c2cc(C(=O)NCCCN(CC)CC)ccc2c1=O	-6.3	0.0	-3.2	2.0
NC(=O)C1CCN(C2CC(=O)N(Cc3cccs3)C2=O)CC1 (stereo not given)	-5.8	0.0	-0.6	-0.2
Cc1cc(C(=O)O)nc2c1c(=O)n(C)c(=O)n2C	2.7	0.0	-3.3	-0.4
O=c1nc2s/c(=C/c3ccc(Cl)cc3Cl)c(=O)n2nc1-c1ccccc1	-6.8	-0.1	-0.8	-0.6
COc1ccccc1C(=O)Nc1ccc(C)cc1Br	12.1	0.0	-13.5	0.8
COCCCn1c(=O)[nH]c2nc(-c3cccc(N)c3)cnc21	-0.8	0.1	6.1	0.2
O=C(NCc1ccccc1Cl)C(=O)Nc1ccc(Cl)cc1	-0.5	-0.2	-7.0	1.4
COc1cccc(N(CC(=O)NC2CCCC2)C(=O)CCC(=O)Nc2cc(C)on2)c1	4.1	0.1	0.4	-0.4
CS(=O)(=O)N(CC(=O)NC1CCCCCC1)c1ccc(Oc2ccccc2)cc1	-4.0	-0.1	-14.1	2.6
CN1CCN(Cc2nnnn2Cc2ccc3c(c2)OCO3)CC1	3.7	-0.1	-6.6	-0.3
CCc1cccc(C)c1NC(=O)c1cc(-c2ccccc2)nc2ccccc12	8.9	0.0	11.7	0.3
COc1ccc(F)cc1S(=O)(=O)NCCOc1cc(C)cc(C)c1	3.4	0.1	1.6	3.2
O=C1CCC(=O)Nc2cc([N+](=O)[O-])ccc2N1	-3.8	0.1	-6.3	-0.3
CCC1=CC=C(S(=O)(=O)N2CCN(c3ccc(F)cc3)CC2)CC1	9.2	-0.1	-3.1	0.0
CNc1c(NC(=O)c2ccco2)c(=O)oc2ccccc12	-2.9	-0.2	-7.0	1.0
CCOc1ccc(C(C)=O)cc1CSc1nnnn1-c1ccccc1	0.1	-0.1	3.3	1.0
Cc1cc(OC(=O)N2CCOCC2)ccc1C(C)C	-1.3	0.0	-42.0	0.8
C/C(=N\Nc1ccc([N+](=O)[O-])cc1)c1cc2cc([N+](=O)[O-])ccc2oc1=O	4.8	0.1	9.4	-0.5
COc1ccc(CN2CCN(S(=O)(=O)c3ccc4ccccc4c3)CC2)cc1OCc1ccccc1	9.6	0.0	-5.6	-1.1
O=S(=O)(c1ccc2[nH]c(=S)[nH]c2c1)N1CCOCC1	24.9	0.4	-4.0	1.5
Cc1ccc(-c2nnc(SCc3nc4ccc(Cl)cc4n3CCO)n2N)cc1	9.3	0.1	6.6	-1.9
N#CC1=C(N)C(C#N)(C#N)C(c2ccccc2)C2CNCC=C12 (stereo not given)	-9.0	-0.2	4.0	-1.4
COc1cccc(CCNC(=O)C2CC23CCN(Cc2ccccc2OC)CC3)c1 (stereo not given)	-14.5	-0.1	2.8	1.0
COc1ccccc1-c1cn[nH]c(=S)n1	3.8	0.1	7.1	0.9
COc1cccc(-c2noc(CCC(=O)NC(C)C)n2)c1	-5.0	-0.1	-5.2	5.6*
COc1ccc(NC(=O)CSc2nc3cc4c(cc3c(=O)n2Cc2ccc(C(=O)N3CCN(c5ccccc5)CC3)cc2)OCO4)cc1	8.1	0.0	3.9	0.0
Cc1cc(S(=O)(=O)NCC(C)C)ccc1OCC(=O)Nc1ccccc1C(F)(F)F	2.6	0.0	10.5	-0.5
Cc1ccc(C)c2sc(N3CCN(S(C)(=O)=O)CC3)nc12	-3.3	0.3	-4.5	-0.7
CC(NC(=O)c1ccc2c(c1)NC(=O)C1CCCN21)c1ccccc1 (stereo not given)	8.0	-0.1	-5.4	-0.2
O=C(CCCCCn1c(SCC(=O)NCc2ccccc2)nc2ccccc2c1=O)NCc1ccco1	-2.7	-0.2	-10.7	-1.0
CN(C)CCN1CC(O)=C(c2nc(-c3ccc(Cl)cc3)cs2)C1=N	-0.5	-0.1	-3.5	-1.4

Next part, starting with the last three of the part before.
SMILES	MITF primary	FBW7 act	TEAD-YAP block	GPR151 activ
CC(NC(=O)c1ccc2c(c1)NC(=O)C1CCCN21)c1ccccc1 (stereo not given)	8.0	-0.1	-5.4	-0.2
O=C(CCCCCn1c(SCC(=O)NCc2ccccc2)nc2ccccc2c1=O)NCc1ccco1	-2.7	-0.2	-10.7	-1.0
CN(C)CCN1CC(O)=C(c2nc(-c3ccc(Cl)cc3)cs2)C1=N	-0.5	-0.1	-3.5	-1.4
O=C(NCCOCCNC(=O)Nc1ccccc1)Nc1ccccc1	9.7	0.2	3.1	-2.2
COc1cc(NC(=O)C2CCN(c3ccc(Nc4cccc(N(C)C)c4)nn3)CC2)cc(OC)c1OC	11.6	-0.1	-7.0	1.2
O=C(O)CN(CCc1ccccc1)S(=O)(=O)c1cc(Cl)ccc1Cl	10.2	0.0	1.1	-1.4
O=C(Cc1ccccc1)NCc1nc(-c2ccccc2)no1	13.9	0.0	-3.9	0.7
CCOc1cc(C2NC(=S)NC(C)=C2C(=O)Nc2ccccc2)ccc1OCc1ccccc1 (stereo not given)	9.0	0.1	-6.2	-0.3
C/C(=N/NC(=O)CNc1ccc(C)cc1)c1ccc(Br)s1	-1.5	0.5	5.2	-1.3
COC(=O)c1ccccc1NC(=O)CSc1ccc(Cl)cc1	7.4	-0.1	1.3	-0.2
COc1ccccc1CNC(=O)c1ccc(S(=O)(=O)c2ccccc2Cl)c([N+](=O)[O-])c1	5.4	0.2	6.5	-0.8
CCN(CC)c1ccc(CN2CCN(C)CC2)cc1	-24.0	-0.1	0.0	-0.3
Cc1ccc(C)c(NC(=O)CSC2=C(C#N)C(c3ccc(C(C)C)cc3)CC(=O)N2)c1 (stereo not given)	13.9	0.0	-2.9	-0.4
CCCCOc1ccc(C(=O)Nc2ccc(C(F)(F)F)oc2=O)cc1	-2.3	0.1	-0.3	-0.3
CN1CCN(C(=O)c2ccc(-c3cncc(C(=O)NCCOc4ccccc4)c3)cc2)CC1	10.7	0.1	-3.7	1.5
O=C(Nc1nnc(SCc2ccc(Cl)cc2Cl)s1)c1ccc(F)cc1	7.8	0.0	-11.2	-0.1
COc1ccc(OCCCC(=O)Nc2cccc3ccccc23)cc1	-1.6	0.0	2.9	0.4
CCOC(=O)CSc1nc2cc(OC)c(OC)cc2c2nc(C)nn12	9.3	-0.1	-2.1	0.2
COc1ccccc1N/N=C/c1ccc2c(c1)OCO2	-3.6	-0.1	-8.2	0.1
CCN1CCN(C(=O)CC(C(=O)N2CCc3ccccc32)n2ccnc2)CC1 (stereo not given)	-2.3	-0.1	-7.2	1.1
COc1ccc(CCNC(=O)C(=O)Nc2ccccc2Cl)cc1OC	5.4	0.1	-7.5	-1.4
CC(C)(C)C(=O)N(CCc1ccccc1)CC(=O)Nc1sc2c(c1C(N)=O)CCCC2	2.3	1.3	0.3	0.5
O=C(NCCOc1ccccc1)c1ccc2nc(NCc3ccc4c(c3)OCO4)sc2c1	-3.9	0.5	-38.2	-1.3
Cc1ccc(OCC(=O)Nc2ccc(N3CCCCC3)c(Cl)c2)cc1	-7.2	0.1	-6.9	-0.6
CCNc1nc(NCC)nc(Oc2ccc(C(=O)OCC)cc2)n1	-2.1	-0.1	-10.4	0.9
O=C1NC2(CCN(C(=O)c3ccc(CN4CCCCC4)cc3)CC2)Oc2ccccc21	1.5	0.0	1.6	-0.1
C=CCn1c(SCC(=O)Nc2cccc(C)c2)nc2sc(CC)cc2c1=O	-5.0	0.1	7.1	1.2
CCCOc1ccc(C(=O)Nc2cccc(-c3nc4cc(C)ccc4o3)c2)cc1	-16.1	0.1	-7.3	-0.6
COC(=O)C(C)n1cnc2c(cnn2-c2ccc(Cl)cc2)c1=O (stereo not given)	-4.5	-0.3	-36.8	0.8
C=CCN(CC=C)S(=O)(=O)c1ccc(C(=O)Nc2sc3c(c2C(N)=O)CC(C)(C)NC3(C)C)cc1	10.0	-0.1	-4.6	-2.3
CCOc1ccc2[nH]c(=O)c(CN(CC3COCCO3)C(=O)c3ccccc3)cc2c1 (stereo not given)	-1.8	0.0	3.9	0.4
COc1ccccc1C1(NC(=O)c2cncnc2)CCCC1	0.0	0.0	6.9	-0.2
COc1ccc(N2C(=O)CC(Sc3nc(C)c4ccc(C)cc4n3)C2=O)cc1 (stereo not given)	-7.5	-0.1	-0.9	-1.3
Cc1cc(CN(C)C2CCC(=O)N(Cc3ccc(F)cc3F)CC2)on1 (stereo not given)	16.5	0.7	1.6	2.9
CC1=NN(c2ccccc2)C(=O)/C1=C/c1ccc(Cl)c([N+](=O)[O-])c1	-4.5	0.0	1.3	-0.2
COC(=O)c1cc2oc(C)cc2n1Cc1cc(=O)n2ccccc2n1	10.2	-0.1	-3.6	0.8
COc1ccc(/C=C(/C#N)c2cccc([N+](=O)[O-])c2)c(OC)c1	15.1	-0.2	7.7	-0.6
CCOC(=O)C1(CCOC)CCN(C/C=C/c2ccccc2OC)CC1	-14.7	0.6	8.2	-0.2
c1ccc(CCNc2nccn3c(-c4ccsc4)cnc23)nc1	-13.6	-1.4	50.1*	-0.9
O=C(Cc1ccccc1)Nc1cnn(-c2cccc(C(=O)Nc3ccc(N4CCOCC4)cc3)c2F)c1	26.5	0.0	-35.6	-1.2
CC1CC(C)CN(CCCNC(=O)C2CC3CCCN3C23C(=O)N(C)c2ccccc23)C1 (stereo not given)	-15.0	-0.1	0.5	-1.2
CSc1nnc(CNC(=O)c2ccccc2C(F)(F)F)n1-c1ccc([N+](=O)[O-])cc1	-2.6	0.1	-4.9	1.9
